Assay outcomes from PubChem BioAssay.
mouse EphA4 binding: inhibitors of EphA4 binding to KYL peptide, primary screen, biochemical, colorimetric, mouse EphA4 (AID 689); EphA4-AP binding to KYL peptide, pNPP A405; higher % means a stronger effect; one-dose inhibition, % at 10 µM; IC50 in µM for titrated hits; 0.1% of 62,000 active; in the data active = a potency from the dose series; inactive = the rest, 99 in 100 with inhibition below about 22%
* = called active by the depositor.

SMILES	mouse EphA4 binding
Cc1c(CCO)c(=O)[nH]n1C(=O)c1ccc(F)cc1	-5%
O=C1NC(=O)N(c2ccc(Cl)cc2)C(=O)/C1=C/c1ccc(I)o1	-4%
CSC(=NS(=O)(=O)c1ccccc1)SC	-2%
CN(C)CCN1C(=O)c2oc3ccccc3c(=O)c2C1c1cccc(Br)c1 (centres undefined)	6%
N#Cc1ccccc1NC(=O)CNc1ccccc1N1CCCCC1	-11%
CCOc1ccc(Cl)cc1CNCCNCCO	-5%
CS/C(=N\S(=O)(=O)c1cccs1)Nc1ccc(N2CCOCC2)cc1	15%
O=C(COC(=O)C1CCN(C(=O)c2ccc(Cl)cc2)CC1)c1ccco1	0%
O=C(Nc1ccc(F)cc1)N(CCCN1CCOCC1)Cc1cc2cc3c(cc2[nH]c1=O)OCCO3	1%
O=C(NCC1CCCO1)C1CCC(N2C(=O)c3ccccc3C2=O)CC1 (centres undefined)	6%
COc1ccc(OC)c(C2=NOC(C(=O)N3CCN(c4ccccc4)CC3)C2)c1 (centres undefined)	3%
CCCn1c(SCC(=O)NC(=O)Nc2ccc(C)cc2C)n[nH]c1=O	1%
COc1ccc(S(=O)(=O)Cc2ccc(C(=O)N3CCN(c4cccc(C)c4)C(C)C3)o2)cc1 (centres undefined)	2%
Cc1cccc(NC(=S)/N=C(\N)Nc2nc(C)c3ccc(C)cc3n2)c1	0%
CCOC(=O)Cc1c(C)nc2c(-c3ccccc3OC)c(C)nn2c1C	3%
NC(=O)c1ccccc1NC(=O)/C=C/c1c(Cl)cccc1Cl	-1%
COc1ccc(CCNC(=O)c2c(-c3ccccc3Cl)noc2C)cc1	-7%
O=C(C1CC1)N1CCN=C1SCc1ccc(F)cc1	-12%
Cc1nnc(NC(=O)Cn2c(=O)sc3ccccc32)s1	-3%
CCOC(=O)N1CCC(NC(=O)CCc2nc(-c3ccccc3F)no2)CC1	6%

Next part; the last 4 above are carried over.
SMILES	mouse EphA4 binding
COc1ccc(CCNC(=O)c2c(-c3ccccc3Cl)noc2C)cc1	-7%
O=C(C1CC1)N1CCN=C1SCc1ccc(F)cc1	-12%
Cc1nnc(NC(=O)Cn2c(=O)sc3ccccc32)s1	-3%
CCOC(=O)N1CCC(NC(=O)CCc2nc(-c3ccccc3F)no2)CC1	6%
CCOC(=O)c1sc(NC(=O)CSc2nnc(C)s2)c(C(=O)OCC)c1C	8%
O=C(CCNS(=O)(=O)c1ccc(Cl)cc1)NCc1cccnc1	-5%
CCOC(=O)C1CCN(CC(O)COc2ccc(C(C)(C)C)cc2)CC1 (centres undefined)	3%
CCOc1ccc(NC(=O)Nc2cccs2)cc1	-2%
CC(=O)Nc1cc(S(=O)(=O)Nc2cccc(C)c2)c(C)cc1C	-6%
O=C(c1cc(S(=O)(=O)N2CCOCC2)c(Cl)cc1Cl)N1CCCCC1	0%
Cc1cccc(C(C)Nc2ccc([N+](=O)[O-])cn2)c1 (centres undefined)	-6%
O=C(OC(C(=O)NCC1CCCO1)c1ccccn1)c1cccs1 (centres undefined)	-2%
COC(=O)CCN(C(=O)c1ccc(OC(C)=O)cc1)c1ccccn1	-13%
CCCC1c2ccc(C)n2CCN1C(=O)Nc1ccc(F)cc1 (centres undefined)	-9%
Cc1ccccc1NC(=S)NCCc1ccccn1	-12%
CC1(C(=O)Nc2nnc(C(C)(C)C)s2)Cc2ccccc2C(=O)O1 (centres undefined)	-5%
N#Cc1c(-c2ccco2)nc(SCC(=O)Nc2ccc(S(N)(=O)=O)cc2)[nH]c1=O	-17%
CCCCOc1ccc(C=C2C(=O)N(C)C(=O)N(C)C2=O)cc1	-12%
Cc1ccc2cccc(NC(=O)c3ccc(Br)o3)c2n1	2%
O=C(Nc1ccc2c(c1)OCO2)c1cnn2c1NC(c1ccco1)CC2C(F)(F)F (centres undefined)	-9%
O=C1CC(c2ccccc2)CC(O)=C1C=NCc1ccc(Cl)c(Cl)c1 (centres undefined)	-8%
CCCCNC(=O)c1cn(-c2ccccc2)nc1-c1ccccc1	8%
Cc1cc(C)c([N+](=O)[O-])cc1-c1ccc(/C=N/c2c(-c3ccco3)nc3ccccn23)o1	16%
Cc1ccc(CS(=O)(=O)Cc2ccc(C(=O)NCCCN3CCOCC3)o2)cc1	-9%
COCc1cc(Sc2ccc(Cl)cc2Cl)nc(-c2ccccc2)n1	-2%
O=C(CSc1nc2ccc(Cl)cc2o1)NCc1ccc2c(c1)OCO2	2%
Cc1cccc(NC(=O)c2c(O)c3cccc4c3n(c2=O)CCC4)n1	-4%
Cc1sc2ncnc(SCC(=O)N3CCN(C(=O)c4ccco4)CC3)c2c1C	-5%
Cn1nc(-c2ccc(OCC(=O)Nc3ccccc3)cc2)c2ccccc2c1=O	-2%
Cc1cc(NC(=O)CN2C(=O)NC(C)(c3ccc(OC(F)F)cc3)C2=O)no1 (centres undefined)	1%
O[C@@H]1C2CCCC1[C@]1(O)CCCCC1C2 (some centres undefined)	-1%
COc1ccc(N(CC(=O)N2CCCC2)S(=O)(=O)c2ccccc2)cc1Cl	-8%
O=C(C1CC1)N1CCc2cc(S(=O)(=O)N3CCCc4ccccc43)ccc21	12%
CC1CCc2[nH]nc(C(=O)O)c2C1 (centres undefined)	-2%
Oc1cccc(-c2nc3c4c(ncn3n2)-c2ccccc2CC42CCCC2)c1	6%
COc1cc(/C=N/n2cnnc2)ccc1OCCSc1ccc(C)cc1	-18%
COc1ccc(-c2sc(NC(=O)c3ccc(C)cc3)nc2-c2ccc([N+](=O)[O-])cc2)cc1	43%
CCCC(=O)Nc1cc(=O)[nH]c2ncnn12	-11%
CCN(CC)CCCN(C(=O)c1cccs1)c1nc(-c2ccc(OC)cc2)cs1	-15%
CC(C(=O)Nc1cccnc1)N1C(=O)C2C3C=CC(C3)C2C1=O (centres undefined)	-11%
Cc1ccc(OCCCC(=O)Nc2ccccc2C(F)(F)F)cc1	-4%
CCCC(=O)O[C@H]1C[C@@H](C)N(C(=O)c2ccccc2)c2ccc(C)cc21	6%
Cc1sc2nc(CN3CCOCC3)nc(NS(=O)(=O)c3ccc4c(c3)OCCO4)c2c1C	-1%
COC(=O)CSc1nc2ccccc2o1	-7%

Look-ups from the results shown.
`O=C(CSc1nc2ccc(Cl)cc2o1)NCc1ccc2c(c1)OCO2` – mouse EphA4 binding = 2%
`COc1cc(/C=N/n2cnnc2)ccc1OCCSc1ccc(C)cc1` – mouse EphA4 binding = -18%

Remaining list, next part:
SMILES	mouse EphA4 binding
O=S(=O)(/N=C(/Nc1cccc(O)c1)c1ccccc1)c1ccc(Cl)cc1	7%
COC(=O)c1c(/N=C/N(C)C)sc2c1CCN(c1ncc(C(F)(F)F)cc1Cl)C2	12%
O=C(NC1CCS(=O)(=O)C1)c1ccc(-c2ccc(Br)cc2)o1 (centres undefined)	12%
CCCn1c(SCC(=O)Nc2nccs2)nnc1-c1cccnc1	2%
Cc1cc(NC(=O)CN2CCCCCCC2)no1	-6%
O=c1oc(-c2cccc(F)c2)nc2ccc(Cc3ccc4nc(-c5cccc(F)c5)oc(=O)c4c3)cc12	-1%
c1ccc(Cn2c(SCc3cn4cccnc4n3)nnc2-c2ccco2)cc1	-7%
O=C(Nc1ccc(Cl)c(Cl)c1)Nc1nnc(-c2ccccc2F)s1	-6%
CC(C)CNC(=O)c1cc(C(=O)NCC(C)C)cc(C(=O)Nc2ccc([N+](=O)[O-])cc2)c1	5%
Nc1ccc2oc(-c3cccs3)nc2c1	-6%
CC(C)Nc1nc(Oc2cccc(Cl)c2Cl)cc(C(F)(F)F)n1	3%
CC1CCN(CCCNC(=O)COc2cc(=O)n(C)c3ccccc23)CC1	-1%
Cc1nc(-c2cccnc2)sc1C(=O)Nc1cccc(C(F)(F)F)c1	-11%
COc1ccc(Br)cc1C(=O)Nc1ccccc1-c1ccccc1	9%
O=C(Nc1ccc(N2CCOCC2)c(C(=O)O)c1)c1ccco1	-14%
OCC1CCCN1C(=S)Nc1ccccc1 (centres undefined)	2%
O=C(Nc1ccccc1)N1CCC(n2c(=O)[nH]c3ccccc32)CC1	2%
CCN(CC)CCCNC(=O)C1c2ccccc2Oc2ccccc21	-12%
CCC1CCCCN1S(=O)(=O)c1ccc(S(=O)(=O)N(Cc2cccs2)C2CC2)cc1 (centres undefined)	-1%
O=C(CN1C(=O)C2CCc3[nH]c4ccccc4c3C2C1=O)N1CCCC1 (centres undefined)	-9%
COc1ccc(CNC(=O)c2c(O)c3ccccc3n(C)c2=O)cc1OC	3%
COc1ccc(CCNC(=O)CN(C)S(=O)(=O)c2ccc3c(c2)CCC(=O)N3)cc1OC	-45%
Cc1ccc(C)c(S(=O)(=O)N=Nc2c(O)[nH]c3ccc(Br)cc23)c1	-9%
Clc1ccc2nc(CN3CCCCC3)cn2c1	-4%
Cc1ccc(CN2CCN(c3ccccn3)CC2)s1	3%
COc1ccc(N2CCN(C(=O)CCCOc3cc(=O)n(C)c4ccccc34)CC2)cc1	2%
Cc1cc(C)nc(NS(=O)(=O)c2ccccc2)n1	-3%
CCc1ccc(-c2nc(C(N)=O)c3[nH]c(=O)n(-c4ccccc4OC)c3n2)cc1	-20%
CC(OC(=O)c1cc[n+]([O-])cc1)C(=O)Nc1ccc(Cl)cn1 (centres undefined)	-22%
Cc1ccc2c(CN3C(=O)NC4(CCCCC4)C3=O)cc(=O)oc2c1C	-15%
CCOC(=O)C(C)n1cnc2c(nnn2-c2ccc(OC)cc2)c1=O (centres undefined)	2%
O=C(Nc1ccccc1Cl)c1ccc(CN2CCc3ccccc3C2)cc1	-5%
Nc1ccc(NC(=O)c2ccc(Cl)cc2Cl)c(Cl)c1	-5%
CCOC(=O)c1c(C)oc(/N=C/c2ccccc2O)c1C#N	-15%
O=c1[nH]c(=O)n(Cc2ccccc2)c2nc(-c3ccco3)cc(C(F)(F)F)c12	0%
CCCCn1cnc2c([nH]c3ccccc32)c1=O	-2%
Cc1nc(-c2cccc(S(=O)(=O)N3CC(C)CC(C)C3)c2)cs1 (centres undefined)	4%
NS(=O)(=O)c1cccc2cccnc12	11%
CCOC(=O)CSc1nnc(-c2cccc(Cl)c2)n1CC	-12%
CC(C)Nc1nc(-c2ccc(Cl)cc2)nc2ccccc12	-4%

In a second layout: 7 of the compounds above
| mol | mouse EphA4 binding |
| --- | --- |
| CC(OC(=O)c1cc[n+]([O-])cc1)C(=O)Nc1ccc(Cl)cn1 (centres undefined) | -22% |
| Nc1ccc(NC(=O)c2ccc(Cl)cc2Cl)c(Cl)c1 | -5% |
| Cc1ccc2c(CN3C(=O)NC4(CCCCC4)C3=O)cc(=O)oc2c1C | -15% |
| COc1ccc(CCNC(=O)CN(C)S(=O)(=O)c2ccc3c(c2)CCC(=O)N3)cc1OC | -45% |
| CC(C)Nc1nc(-c2ccc(Cl)cc2)nc2ccccc12 | -4% |
| Cc1nc(-c2cccc(S(=O)(=O)N3CC(C)CC(C)C3)c2)cs1 (centres undefined) | 4% |
| O=c1[nH]c(=O)n(Cc2ccccc2)c2nc(-c3ccco3)cc(C(F)(F)F)c12 | 0% |

Continuation.
SMILES	mouse EphA4 binding
CC(C)CSc1nnc(-c2ccc(Br)cc2)o1	-1%
COC(=O)c1ccc(CSc2nnc(N)s2)cc1	-3%
COCc1[nH]nc2c1C(c1ccc(F)cc1F)C(C#N)=C(N)O2 (centres undefined)	-8%
Cc1ccc(-n2c(-c3ccc(Br)cc3)c[n+]3c2CCc2ccc4cccnc4c2-3)cc1	-19%

For convenience, part of the list above.
SMILES	mouse EphA4 binding
Cc1c(CCO)c(=O)[nH]n1C(=O)c1ccc(F)cc1	-5%
O=C1NC(=O)N(c2ccc(Cl)cc2)C(=O)/C1=C/c1ccc(I)o1	-4%

Some of the compounds tested, so the mix of outcomes need not match the whole.
